Xi reactivation = reactivates the inactive X chromosome in mouse fibroblasts; XiGFP mouse fibroblasts, % GFP-positive cells imaging, 3 d; cells co-treated with 5-aza-dC sensitizer; scaled so ellipticine positive control = 100%; activation, % at 7.58 µM; actives 0.055% (n = 360,000); AID 743238;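 active means mean normalized replicate activation at least 10% and every replicate at or above 10%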;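 further: 0% = median of on-plate neutral control wells and 100% = ellipticine 6 µM median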
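assay system = SV40-immortalized XiGFP fibroblast cells, line 68-5-11 | buffer or medium = DMEM plus 5-aza-dC sensitizer | doses = single-point pinned compound dosing | times = 3-day compound exposure, then 15 min fixation at room temperature | benchmarks = positive control ellipticine, 6 µM final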
Cneo AK release = Cryptococcus neoformans lysis via adenylate kinase release. C. neoformans lysis, adenylate kinase release luminescence, 4 h; normalised: neutral wells 0, clomiphene wells 100. lysis activity, % at 15 µM. actives 0.2% (n = 360,000). AID 651654;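 active means mean lysis activity across replicates of at least 80%, whatever share of replicates individually reach that level; inactive means mean lysis activity below 80%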
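Assay system: log-phase C. neoformans yeast / Quantity: yeast cell density of 5 × 10^6 cells/mL / Medium: fresh YPD growth medium / Compound: single dose / Timing: static 4 h at 37 °C with compound, 1 h detection / Measured by: adenylate kinase release luminescence / Read-out: lysis from increased AK signal / Benchmarks: Clomiphene as positive lysis control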
PGC1a acetyl inh = PGC1a acetylation modulation, inhibitor mode | U2OS PGC1a acetylation, AlphaScreen anti-acetyl-lysine; with virally co-expressed GCN5 acetyltransferase | inhibition, % at 15.6 µM | actives 0.17% (n = 350,000);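 active means every replicate shows inhibition of at least 40%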;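 further: 0% = neutral control wells and 100% = positive control wells; some results beyond the cut were filed as inactive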
S100A4 inh HTS = S100A4-myosin IIA interaction inhibition. P26447. AID 652163. S100A4/TAMRA-MyoIIA peptide fluorescence polarization. actives 0.14% (n = 360,000). inhibition, % at 10.7 µM;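 active means mean inhibition of at least 70% across replicates, with every replicate also reaching that level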
Target sequence (P26447 whole entry, looked up): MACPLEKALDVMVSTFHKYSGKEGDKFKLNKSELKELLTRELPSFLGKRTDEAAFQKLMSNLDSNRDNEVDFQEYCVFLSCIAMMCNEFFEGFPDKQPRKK
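Material: S100A4 monomer (human). Medium: Calcium-containing HEPES buffer, pH 7.2. Probe or stimulus: labelled myosin peptide probe, 5 nM. Compound dosing: one concentration per compound. Timing: polarization read 5 min after assay mix addition, stable 5–60 min. Benchmarks: DMSO as neutral control, TFP as positive control.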
LGR2 antag = blocks bursicon-induced cAMP signaling via Drosophila LGR2 | AID 720647 | actives 0.35% (n = 380,000) | inhibition, % at 9.99 µM | HEK293 LGR2, CRE-luciferase, bursicon-stimulated, 4 h;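 active means drop in luminescence signal, shown as inhibition above about 50% in the replicate tests, limit read from the data, passing the limit was not always enough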;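 further: agonist challenge used bursicon conditioned medium at about half maximal strength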
ERAP1 inh = blocks human ERAP1 aminopeptidase activity. recombinant ERAP1, Leu-AMC fluorescence, 60 min. Q9NZ08. actives 0.15% (n = 340,000). inhibition, % at 10.7 µM;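 active means mean replicate inhibition of at least 30%, or all replicates individually reaching that 30% level; inactive means mean below 30% and not every replicate reaching it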;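 further: 0% = neutral control wells and 100% = L-leucinethiol positive control wells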
Target sequence (Q9NZ08 whole entry, looked up): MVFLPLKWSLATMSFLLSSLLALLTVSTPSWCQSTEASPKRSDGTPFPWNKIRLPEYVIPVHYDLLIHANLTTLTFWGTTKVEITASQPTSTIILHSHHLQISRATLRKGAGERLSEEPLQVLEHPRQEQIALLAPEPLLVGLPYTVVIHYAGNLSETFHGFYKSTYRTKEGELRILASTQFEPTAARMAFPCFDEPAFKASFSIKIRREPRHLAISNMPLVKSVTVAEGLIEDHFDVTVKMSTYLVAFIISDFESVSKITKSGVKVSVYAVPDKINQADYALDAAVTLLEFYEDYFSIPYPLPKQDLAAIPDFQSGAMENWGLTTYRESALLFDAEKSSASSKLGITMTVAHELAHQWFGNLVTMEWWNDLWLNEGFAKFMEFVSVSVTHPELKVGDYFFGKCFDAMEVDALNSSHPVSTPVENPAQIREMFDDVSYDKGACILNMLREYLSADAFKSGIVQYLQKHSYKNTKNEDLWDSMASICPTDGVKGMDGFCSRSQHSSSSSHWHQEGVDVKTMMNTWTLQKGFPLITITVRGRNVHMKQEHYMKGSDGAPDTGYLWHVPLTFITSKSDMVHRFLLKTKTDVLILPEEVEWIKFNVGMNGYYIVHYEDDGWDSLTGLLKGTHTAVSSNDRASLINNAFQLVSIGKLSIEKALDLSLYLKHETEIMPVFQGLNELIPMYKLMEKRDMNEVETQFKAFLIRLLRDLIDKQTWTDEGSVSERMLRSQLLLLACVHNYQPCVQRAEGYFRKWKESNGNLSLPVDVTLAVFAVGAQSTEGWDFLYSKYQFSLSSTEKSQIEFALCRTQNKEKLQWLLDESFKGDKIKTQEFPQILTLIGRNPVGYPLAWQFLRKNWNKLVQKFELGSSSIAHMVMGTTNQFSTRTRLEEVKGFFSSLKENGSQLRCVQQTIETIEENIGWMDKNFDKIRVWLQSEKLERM
C2C12 statin = suppression of simvastatin myotoxicity. C2C12 myotubes + simvastatin, ATP luminescence, 48 h; scaled: DMSO 0, geranylgeraniol control 100. actives 0.78% (n = 330,000). AID 602340. rescue of ATP level, % at 7.49 µM;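 active means mean ATP rescue above about 67%, or every replicate alone reaching that limit, limit read from the data, passing the limit was not always enough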;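 further: myotubes were challenged with 10 µM simvastatin during compound exposure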
SIRT5 block = blocks human SIRT5 desuccinylation of peptide; inhibition, % at 15 µM; actives 1.1% (n = 330,000); Purified SirT5, succinyl-peptide AMC, trypsin-coupled fluorescence; Q9NXA8; in the data active means inhibition above about 15%
Starred values were filed as active, the others as inactive; . = no result given; & = joins results of further samples. A portion of the library; rates above refer to the full screens.

SMILES	Xi reactivation	Cneo AK release	PGC1a acetyl inh	S100A4 inh HTS	LGR2 antag	ERAP1 inh	C2C12 statin	SIRT5 block
Fc1ccc(-[n+]2nc(Nc3ccccc3)sc2-c2cccc(Cl)c2Cl)cc1	0.0	0	-1	6	9	-3	13	.
CSc1nc2ccccc2c(=O)n1C1CCOC(C)(C)C1 (configuration not stated)	0.2	.	.	2	-11	-1	.	1
C[C@H]1CN([C@@H](C)CO)C(=O)c2cc(C#CCN(C)C)cnc2O[C@@H]1CN(C)C(=O)NC1CCCC1	0.5	-1	-4	-4	6	-2	58	1
CCCCCCC(=O)N=Nc1c(O)[nH]c2ccc([N+](=O)[O-])cc12	0.0	.	.	-9	-2	-2	.	.
C[C@H]1CN([C@@H](C)CO)C(=O)CCCn2cc(nn2)CO[C@@H]1CN(C)Cc1ccc2c(c1)OCO2	-0.4	12	-2	7	8	0	-1	2
CCC(C)N(C(=O)CCC(=O)Nc1cc(C)on1)C(C(=O)NC(C)(C)C)c1ccccc1Cl (configuration not stated)	-0.1	-2	14	-5	4	-3	-1	3
CC(=O)Nc1ccc(Oc2cc(C#N)c(C#N)cc2N2CCOCC2)cc1	.	1	-1	.	-13	.	-2	.
CN1C(=O)CSc2ccc(C(=O)O)cc21	0.2	2	24	5	-5	0	-3	0
CCN(C(=O)COC(=O)c1cc(S(=O)(=O)N2CCc3ccccc32)ccc1OC)C1CCS(=O)(=O)C1 (configuration not stated)	0.0	.	3	1	-10	1	1	0
Cc1ccccc1OC1(C)CCN(Cc2ccc(-c3ccccn3)cc2)C1 (configuration not stated)	0.2	-1	-3	2	5	-2	-2	.
Cc1cc(C)c2c(=O)[nH]c(SCC(=O)c3ccc(C(C)C)cc3)nc2n1	.	-3	.	-5	7	1	-1	-1
C[C@H](CO)N1C[C@H](C)[C@@H](CN(C)S(=O)(=O)c2ccccc2)Oc2c(NC(=O)c3cnccn3)cccc2C1=O	-0.9	.	-27	.	16	.	3	.
CN1C(=O)c2cc(NC(=O)c3cnccn3)ccc2OC[C@@H]2O[C@@H](CC(=O)NCC3CC3)CC[C@H]21	0.0	.	4	-8	-16	-1	.	6
O=C(CSCc1cc(=O)[nH][nH]1)Nc1ccc(F)cc1	0.2	.	8	-2	-19	1	.	-1
CCC(Oc1ccccc1)C(=O)OCC(=O)Nc1c(C)nn(-c2ccccc2)c1C (configuration not stated)	0.3	0	.	2	-6	-7	22	.
Cc1cccc(C)c1NS(=O)(=O)c1ccc2c(c1)C(=O)c1ccccc1C2=O	0.0	1	-6	.	-19	.	.	.
CCCCCC(=O)NC(=S)NC1C2CC3CC(C2)CC1C3 (configuration not stated)	0.2	.	.	-7	25	-1	.	-1
Cc1noc(C)c1NC(=O)N(C)C[C@@H]1Oc2ccc(NS(C)(=O)=O)cc2C(=O)N([C@@H](C)CO)C[C@H]1C	0.2	-1	-6	0	-8	-1	-26	5
COc1ccc(C2=NS(=O)(=O)N(C)C(C(=O)NCc3ccc(F)cc3)=C2)cc1OC	-0.1	-1	-3	5	-7	1	.	0
CCCc1nc(SCC(=O)Nc2nnc(CC)s2)c2c(=O)n(C)c(=O)n(C)c2n1	0.2	-2	.	-6	11	-2	.	0
S=c1[nH]nc(COc2ccc(Cl)cc2)n1Cc1ccco1	0.0	.	2	-5	6	2	.	.
COc1ccc(C)cc1NC(=O)c1cccc(C(=O)Nc2cc(C)ccc2OC)c1	0.0	2	-5	8	7	-3	2	16*
O=C(COc1ccc(Cl)cc1)NNC(=O)c1ccc(=O)[nH]c1	0.0	1	4	2	-8	-2	6	.
C[C@@H]1CN([C@H](C)CO)C(=O)c2cc(C3=CCCC3)cnc2O[C@@H]1CN(C)C(=O)Nc1ccccc1	-0.6	-1	-11	0	-4	3	47	-9
COc1ccccc1/C=C1\SC(=S)N(CC(=O)NC2CCS(=O)(=O)C2)C1=O (configuration not stated)	0.0	.	4	-3	5	11	1	2
COc1ccc(CCC(=O)NNC(=O)c2cc(Cl)ccc2OC)cc1	.	3	3	-59	-4	1	0	-21
CS(=O)(=O)c1ccccc1C(=O)Nc1nc2ccccc2[nH]1	-0.1	-3	-2	-4	-22	1	-7	9
CS(=O)(=O)c1ccc(C(=O)Nc2cc(-c3ccccc3)nn2-c2ccccc2)cc1	-0.1	-2	-5	4	0	.	7	.
COc1cccc(OC)c1C(=O)NCCNc1nc2cc(C)cc(C)c2cc1C#N	0.3	.	.	3	-19	-3	.	6
Cc1ccc(-c2nc(CSc3nc4ccccc4c(=O)n3CCO)cs2)cc1	0.0	.	.	-2	-1	-1	.	0

Limited to PGC1a acetyl inh and SIRT5 block, for 4 of the compounds above:
Compound	PGC1a acetyl inh	SIRT5 block
COc1ccc(CCC(=O)NNC(=O)c2cc(Cl)ccc2OC)cc1	3	-21
Cc1ccc(-c2nc(CSc3nc4ccccc4c(=O)n3CCO)cs2)cc1	.	0
C[C@@H]1CN([C@H](C)CO)C(=O)c2cc(C3=CCCC3)cnc2O[C@@H]1CN(C)C(=O)Nc1ccccc1	-11	-9
COc1cccc(OC)c1C(=O)NCCNc1nc2cc(C)cc(C)c2cc1C#N	.	6

Complete entries as entered above. Screens in order: Xi reactivation	Cneo AK release	PGC1a acetyl inh	S100A4 inh HTS	LGR2 antag	ERAP1 inh	C2C12 statin	SIRT5 block
Shown for C[C@@H]1CN([C@H](C)CO)C(=O)c2cc(C3=CCCC3)cnc2O[C@@H]1CN(C)C(=O)Nc1ccccc1 = -0.6	-1	-11	0	-4	3	47	-9
Shown for S=c1[nH]nc(COc2ccc(Cl)cc2)n1Cc1ccco1 = 0.0	.	2	-5	6	2	.	.

Remaining list, next part.
SMILES	Xi reactivation	Cneo AK release	PGC1a acetyl inh	S100A4 inh HTS	LGR2 antag	ERAP1 inh	C2C12 statin	SIRT5 block
O=C1CCC(C(=O)Nc2cccc(S(=O)(=O)Nc3ccccc3F)c2)=NN1	0.0	1	6	-1	8	-7	8	-6
O=C(CNc1cccc(S(=O)(=O)N2CCOCC2)c1)Nc1cccc(Br)c1	-0.1	0	.	-4	13	-1	-1	2
Cc1cccc(NC(=S)N(Cc2cccc(Br)c2)CC2CCC(C(=O)O)CC2)c1 (configuration not stated)	0.1	.	.	2	14	.	0	1
COc1cc2c(cc1OC)C(=O)Cc1ccc3c(c1CN(C)CC2)OCO3	.	-1	-2	3	.	1	-1	-3
COc1ccc(S(=O)(=O)N2CCOCC2)cc1NC(=O)CCOc1ccc(C(C)(C)C)cc1	2.8	0	.	-7	-6	5	-10	2
O=C(Nc1ccc(F)cc1)N1C[C@@H]2N[C@H](C1)C2c1ccc(-c2ccccc2F)cc1 (some centres not stated)	0.0&-0.1	.	-5&-48	-1&17	8&6	-2&-3	.	10&2
O=C(CN1CCN(c2ncccn2)CC1)N1CCCC1	0.0	.	1	-5	-30	2	.	0
CCC(C)(C)NC(=O)C(OC(=O)c1ccco1)c1ccccc1F (configuration not stated)	0.1	0	-3	-1	20	-2	6	-3
O=C(Nc1ccccc1)C1=C[C@H](C2CC2)C[C@H](OCCCCO)O1	0.5	2&-4	8&2	6&-2	-72	0&-2	-1	0&-5
COc1cc(/C=C/C(=O)OCC(=O)N2c3ccccc3CC2C)cc(OC)c1OC (configuration not stated)	0.0	0	-4	-2	-6	-6	4	-2
C[C@@H]1CN([C@@H](C)CO)C(=O)c2cc(-c3ccncc3)cnc2O[C@@H]1CN(C)C(=O)Cc1cccnc1	-0.4	-1	13	.	-9	.	19	.
Cc1cccc(Nc2nc(N)nc(CCl)n2)c1	0.0	-12	13	-1	-9	-2	.	0
CS(=O)(=O)N(CC(=O)O)c1ccc(C23CC4CC(CC(C4)C2)C3)cc1	0.1	-1	.	-1	.	-3	8	3
COc1ccc(CNC(=O)C2CCN(S(=O)(=O)c3ccc4c(c3)N(C(C)=O)CCO4)CC2)cc1	0.0	-1	-21	16	-19	-1	13	-2
COc1ccc(NS(=O)(=O)c2cccc(C(=O)N3CCOCC3)c2)cc1	0.0	3	-10	0	-2	-7	-4	.
CCOC(=O)CSc1nnc(CNC(=O)c2ccc([N+](=O)[O-])cc2)n1C	0.0	22	6	0	.	-2	4	-5
O=C(C[C@@H]1C=C[C@H](NC(=O)C2CCC2)[C@H](CO)O1)NC1CCCCC1	0.5	-2	-10	0	-9	2	3	11
O=C(CCN1N=C(c2ccccc2)CCC1=O)NCCCN1CCOCC1	0.1	5	-2	2	8	-2	3	2
COc1ccccc1C(NC(=O)C1CCN(CCc2ccc(Br)cc2)CC1)c1ccccn1 (configuration not stated)	0.0	2	9	1	9	-4	-10	1
COCc1ccc([C@@H]2C[C@H]3CN(Cc4cccnc4)C(=O)[C@]34CCCN24)o1	0.0	.	-6	-1	-30	-3	3	-1
COc1ccc2c3c([nH]c2c1)[C@@H](CO)N(C(C)=O)CC31CCN(S(=O)(=O)c2cccs2)CC1	0.3	.	6	-17	-4	1	.	.
CCCCN(C(=O)c1[nH]c(C)c(C(C)=O)c1C)c1c(N)n(CCCC)c(=O)[nH]c1=O	1.3	.	.	-2	8	0	1	3
CCCOc1ccc(C(=O)NNC(=S)NC(=O)c2ccccc2)cc1	-0.1	3	.	-4	13	-7	24	-5
CCOc1c2ccc(C(=O)NCCCCc3ccccc3)cc2nn1CC	0.0	1	-15	-9	-12	-1	3	-15
O=C(Cc1ccc(NC(=O)C2CCN(C(=O)C3CCC3)CC2)cc1)Nc1ccc(C(=O)N2CCOCC2)cc1	-0.1	-2	-2	-16	-2	-3	7	-3
O=C(N/N=C/c1cccc(Cl)c1)C1CCCC1	-0.1	0	7	-2	-24	-1	.	-1
COc1ccc(/C=N/Nc2nc(C(=O)O)cs2)cc1	0.3	-1	-4	0	-42	10	-11	11
COc1ccc(-n2c(C)cc(/C=C3\SC(=O)NC3=O)c2C)cc1	0.1	1	1	4	-32	8	10	2
CCCN(c1nc(C)cc(OC)n1)S(=O)(=O)c1ccccc1	.	3	-14	2	2	-7	-33	2
CC(C)(C)NC[C@@H](O)COc1cccc2c1CCCC2=O	0.0	-2	.	2	11	-1	1	-3
O=C(NCCc1ccccc1)C(=O)NCC1CCCN1S(=O)(=O)c1cccs1 (configuration not stated)	0.0	0	8	-7	-7	0	-4	-3
CC(C)C#Cc1cnc2c(c1)C(=O)N([C@H](C)CO)C[C@H](C)[C@@H](CN(C)C(=O)CC1CC1)O2	0.3	1	-13	3	3	-6	11	9
CC(=O)N1C[C@@H]2[C@H](c3ccccc31)[C@H](CO)N2S(=O)(=O)c1ccccc1	0.4	-4	4	-9	3	0	0	-3
Cc1ccc(NP(=O)(Nc2ccc(C)cc2)Nc2ccc(C)cc2)cc1	0.1	1	.	2	31	2	19	-2
O=C(NN=C1CCCCCCCCCCC1)c1ccncc1	0.0	-1	-9	18	4	2	.	-2
COc1ccc(Cl)cc1Nc1nc(-c2sc(NC(=O)CC(C)C)nc2C)cs1	0.2	0	7	-8	-3	-3	-12	5
O=C(CN1C(=O)C2CCCCC2C1=O)Nc1ccccc1C(=O)O (configuration not stated)	0.3	-1	.	-3	-1	-3	-4	-4
CCC/C=N/NC(=O)C1COc2ccccc2O1 (configuration not stated)	-0.1	.	5	-3	2	0	.	-2
COc1c2ccoc2c(OC(C)=O)c2oc(C)cc(=O)c12	0.0	-1	-1	-1	2	1	2	-5
CC(=O)n1c(-c2ccccc2)c(-c2ccccc2)n(C)c1=O	0.1	.	3	1	.	-2	.	-3

Compound activity deposited in PubChem BioAssay by Broad Institute.
